# Bioassay records from PubChem BioAssay.
# INS-1E GSIS act: GLuc luminescence reporter in INS-1E cells, primary screen for activators of glucose-dependent secretion of insulin | INS-1E GLuc reporter insulin secretion, 2-3 h | activation, % at 16.6 µM | 370,000 compounds, 0.61% hits;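 active means lowest replicate activation of at least 40%, so every replicate reaches that level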;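 further: 0% = median of neutral control wells and 100% = median of IBMX positive control wells; some compounds called inactive have numbers as strong as hits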
# F508del corr: correctors of CFTR F508del function in bronchial epithelial cells. CFBE cells, YFP halide quenching; stimulated with forskolin plus potentiator P3; % fluorescence drop versus neutral controls. activity (quench increase), % at 7.58 µM. 350,000 compounds, 0.36% hits;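 active means mean added fluorescence quench of at least 8% versus neutral control, with both replicates also reaching 8%; inconclusive means only one of the mean or replicate conditions met; inactive means mean below 8% and not both replicates reaching 8%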;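 further: cells transiently co-express mutant CFTR-F508del with the halide-sensitive YFP; corrector assay measuring rescue of mutant channel to the surface after 24 h compound exposure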
# XiGFP reactiv: activators of X-chromosome reactivation in mouse fibroblasts; 360,000 compounds, 0.055% hits; XiGFP mouse fibroblasts, % GFP-positive cells imaging, 3 d; cells co-treated with 5-aza-dC sensitizer; scaled so ellipticine positive control = 100%; activation, % at 7.58 µM; AID 743238;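 active means mean normalized replicate activation at least 10% and every replicate at or above 10%; inconclusive means only one of the two criteria met; inactive means mean below 10% and not all replicates reach 10%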;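 further: 0% = median of on-plate neutral control wells and 100% = ellipticine 6 µM median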
#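 Schedule: 3 d treatment, 15 min room-temperature fixation; system: 68-5-11 XiGFP fibroblast line; buffer or medium: DMEM plus 5-aza-dC sensitizer; control set: ellipticine 6 µM positive control; compound: one concentration, pinned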
# PAX8 inh HTS: lowers PAX8-driven luciferase in RMG-I cells; AID 652154; 360,000 compounds, 1.2% hits; RMG-I TPO-luciferase reporter, SteadyGlo, 24 h; inhibition, % at 12.6 µM;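 active means mean replicate inhibition at least 60% with every replicate also reaching 60%; inconclusive means only one of the two criteria is met; inactive means mean below 60% and not all replicates reaching 60%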;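 further: luciferase light reporting Pax8 driven TPO promoter activity; plate controls were median of neutral control wells for no effect and mitoxantrone controls for full effect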
# EWS-Fli inh: inhibitors of EWS/Fli oncoprotein transcriptional activity; A673 NR0B1-luciferase reporter, viability-normalised; inhibition, % at 12.6 µM; 350,000 compounds, 0.67% hits; AID 651661;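 active means mean inhibition of at least 50% after viability correction, with every replicate also passing that limit; inconclusive means mean reaches 50% but only one of two replicates passes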;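 further: firefly luciferase signal divided by Alamar Blue viability fluorescence both relative to DMSO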
# DENV2 CPE: DENV2-induced cell death inhibition; CPE inhibition, % at 9.99 µM; DENV2-infected cells, cytopathic effect rescue, plate reader; AID 651640; 350,000 compounds, 1.7% hits; in the data active means CPE inhibition above about 20%, passing the limit was not always enough; inconclusive means no clear call, values can overlap the other calls; tested in BHK-21 cells;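 further: 0% = median of neutral control wells and 100% = median of positive control wells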
# ARNT-TACC3 inh: disruptors of human ARNT/TACC3 interaction. Q9Y6A5. 390,000 compounds, 0.66% hits. AlphaScreen His-ARNT PAS-B/GST-TACC3 binding, luminescence; TACC3 fragment carries E629A point mutation. inhibition, % at 9.99 µM;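 active means mean inhibition of replicates at least 50% and at least half of replicates each reaching 50%; inconclusive means half or more replicates reach 50% but mean below 50%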;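 further: 0% = complete ARNT plus TACC3 wells and 100% = ARNT alone without TACC3; many hits fall short of the cut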
# ERp5 inh: ERp5 (human) disulfide isomerase inhibition. ERp5 insulin aggregation, absorbance 650 nm, 90 min. 350,000 compounds, 0.05% hits. AID 651711. Q15084. inhibition, % at 9.99 µM;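 active means mean replicate inhibition above about 25%, with every replicate also reaching it, limit read from the data, passing the limit was not always enough; inconclusive means only one of those two criteria met; inactive means neither criterion met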
# Target sequence (Q15084 whole entry, looked up): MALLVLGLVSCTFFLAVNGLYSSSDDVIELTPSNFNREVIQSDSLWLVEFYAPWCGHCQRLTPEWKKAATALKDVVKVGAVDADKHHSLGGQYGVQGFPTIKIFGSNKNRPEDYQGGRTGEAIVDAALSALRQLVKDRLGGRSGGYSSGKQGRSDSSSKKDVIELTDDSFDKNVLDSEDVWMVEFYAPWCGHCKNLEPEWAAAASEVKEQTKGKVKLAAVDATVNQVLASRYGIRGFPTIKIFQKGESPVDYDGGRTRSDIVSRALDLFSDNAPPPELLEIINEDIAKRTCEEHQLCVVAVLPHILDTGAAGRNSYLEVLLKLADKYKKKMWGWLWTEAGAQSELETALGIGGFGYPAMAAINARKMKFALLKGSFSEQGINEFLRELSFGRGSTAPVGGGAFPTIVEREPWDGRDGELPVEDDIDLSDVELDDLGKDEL
# * hit, by the source's call; ? = inconclusive; / = no result given; & = joins results of further samples.
SMILES,INS-1E GSIS act,F508del corr,XiGFP reactiv,PAX8 inh HTS,EWS-Fli inh,DENV2 CPE,ARNT-TACC3 inh,ERp5 inh
CC(=O)N1[C@H](C(=O)N2CCCCC2)[C@@H](CO)[C@@H]2Cn3c(ccc(-c4ccccc4)c3=O)[C@@H]21,8,/,0.3,/,0,20*,-4,3
CCCCNC(=O)N1CCN(Cc2ccc(F)cc2)CC1,21,-0.5,0.0,-3,4,-4,/,5
CC(C)NC(=O)Nc1ccc2c(c1)CC(=O)N([C@H](C)CO)C[C@@H](C)[C@H](CN(C)S(=O)(=O)c1ccc(Cl)cc1)O2,13,-0.2,0.2,-3,-6,18,0,-1
CC(C(=O)N1c2ccccc2CC1C)N1CCN(S(=O)(=O)c2ccccc2F)CC1 (stereo not drawn),-3,1.6,-0.1,5,6,-2,6,2
CCC(=O)Nc1cc2c(cc1Cl)-c1ccccc1C2,34,2.4,-0.1,-96,-39,-3,/,-2
C[C@@H]1CN([C@H](C)CO)C(=O)c2cc(NC(=O)Nc3cccc4ccccc34)ccc2O[C@H]1CN(C)Cc1ccncc1,3,0.6,-0.1,4,/,?,/,-5
O=C(CN(C(=O)CCC(=O)Nc1ccccn1)c1ccc2c(c1)OCO2)NCc1ccc(F)cc1,9,-2.6,0.0,-15,-1,2,-3,-2
CO[C@@H](CN(C)CC1CCOCC1)[C@@H](C)CN(C(=O)Nc1ccc(F)cc1)[C@@H](C)CO,14,0.4,0.1,/,-7,-2,-1,3
O=C(O)c1ccccc1-c1ccccc1C(=O)Nc1nc2ccccc2s1,-29,1.0,0.5,11,-1,4,-2,?
Cc1cc(C(=O)N(C)CC2CCCN(CCc3ccc(F)cc3)C2)c(C)o1 (stereo not drawn),3,-0.8,0.0,-14,6,-5,0,-5
CC1(C)O[C@H]2OC([C@H](O)CON3C(=O)c4ccccc4C3=O)[C@H](O)[C@H]2O1 (stereo partly drawn),/,0.4,0.6,-75,0,?,/,3
O=C(Nc1ccccc1N1CCOCC1)c1cccc(S(=O)(=O)Nc2ccccc2F)c1,/,1.8,0.0,4,-3,0,-7,2
COCC(=O)Nc1ccc2c(c1)C(=O)N(C)[C@H]1CC[C@H](CC(=O)OC)O[C@H]1CO2,2,-2.3,0.0,4,6,7,-2,/
C[C@H](NC(=O)C[C@@H]1CC[C@@H]2[C@H](COC[C@H](O)CN2C)O1)c1ccccc1,7,-1.2,0.2,0,-4,-2,10,1
COc1ccc(CNc2nc3c(c(=O)[nH]c(=O)n3C)n2Cc2ccccc2)cc1,12,1.3,0.2,-16,-6,10,-6,0
CCn1c(SCC(=O)N/N=C/c2cccs2)nc2ccccc21,8,2.0,0.4,-2,9,-1,/,-2
C[C@@H]1CN([C@H](C)CO)C(=O)c2cc(C#C[C@@H](C)O)cnc2O[C@@H]1CN(C)C(=O)CN(C)C,-7,-1.1,-0.7,/,-4,-1,-7,4
COc1ccc(S(=O)(=O)N2CCCCC2)cc1NC(=O)Cn1c(=O)cnc2ccccc21,-11,-0.9,0.0,-14,/,?,-3,0
OC[C@H]1[C@H](c2ccc(-c3cccc(F)c3)cc2)[C@H]2CN(CCC(F)(F)F)CCCCN21,-16,1.1,0.3,-8,6,13,5,-6
Cc1ccc(N2C(=O)N(CC(=O)NC(N)=O)C(=O)C2C)cc1 (stereo not drawn),-3,-1.9,0.0,6,1,1,20,-1
Cc1ccc(/C=N/NC(=O)CSc2nc3nc(C)cc(C)n3n2)cc1,6,-3.9,/,/,4,1,3,-2
Cc1ccsc1C(=O)Nc1cc(Cl)ccc1-n1cncn1,14,-1.0,0.0,27,0,8,4,1
Cc1oc(-c2ccccc2Cl)nc1CN(Cc1ccccn1)C[C@@H]1CCC(=O)N1,13,-4.1,0.4,12,8,2,14,-3
Cn1cccc1C1C(C#N)=C(N)OC2=C1C(=O)CC(C)(C)C2 (stereo not drawn),26,-1.0,0.0,-2,3,5,18,0
Cc1ccc2nc(-c3ccc(F)cc3)c(Cc3cccc(Cl)c3)n2c1,12,3.2,-0.1,-131,-62,-1,/,-1
SMILES,INS-1E GSIS act,F508del corr,XiGFP reactiv,PAX8 inh HTS,EWS-Fli inh,DENV2 CPE,ARNT-TACC3 inh,ERp5 inh
CCN(CC(=O)Nc1ccc2c(c1)OCCO2)CC(=O)Nc1ccc(C)c(S(=O)(=O)N(C)C)c1,-2,2.0,1.0,-1,-4,-3,6,-9
CC(NC(=O)NNC(N)=S)(C(F)(F)F)C(F)(F)F,/,0.5,0.4,1,-4,7,-9,-3
CCC(CO)Oc1cc(NC(=O)c2cccc3ccccc23)c2ncn(C(C)C)c2c1 (stereo not drawn),12,1.2,0.0,11,-13,-11,5,-2
COC(=O)c1sc(NC(=S)NC(=O)c2cc(OC)c(OC)c(OC)c2)nc1C,-1,-3.3,0.6,28,-20,7,-5,0
CN(C)CCCNC(=O)C[C@H]1C[C@H](C(=O)N2CCCCC2)[C@@]2(CCc3ccccc3)c3[nH]c4cc(-c5ccco5)ccc4c3CCN2C1=O,3,-1.9,0.4,27,21,4,23,2
CCOc1ccc(N2C(=O)CC(N3CCN(C(=O)CN4CCCC4)CC3)C2=O)cc1 (stereo not drawn),-1,-4.3,/,/,8,9,0,0
COc1ccc2[nH]cc(CCNC(=O)Nc3ccccc3)c2c1,-6,5.5,0.1,-8,5,5,11,1
CCOC(=O)N1CCN(Cc2c(NC(=O)c3ccco3)sc(C)c2C)CC1,-8,4.3,0.0,5,-4,?,-8,-8
C[C@@H](O)C#Cc1ccc([C@@H]2[C@H](CO)N3CCCCN(C(=O)c4ccc5c(c4)OCO5)C[C@@H]23)cc1,0,-0.3,0.3,-4,6,9,0,2
CC(C)NC(=O)Nc1cccc2c1O[C@H](CN(C)Cc1ccc(Cl)c(Cl)c1)[C@@H](C)CN([C@@H](C)CO)C2=O,-13,3.7,-0.1,-10,/,-2,6,-2
S=C(NCCc1ccccn1)Nc1ccccc1Cl,-14,-0.4,0.0,2,-3,-5,7,6
COc1ccc(NC(=O)Nc2c(C)n(C)n(-c3ccccc3)c2=O)cc1,/,-3.3,0.0,-25,-20,3,-19,1
N/C(=N\N=C\c1cccc(O)c1)c1nonc1N,-2,0.7,0.0,-99,-146,-5,-2,-1
CCCNC(=O)N1CCC2(CC1)CN(Cc1ccccc1)[C@@H](CO)c1[nH]c3cc(OC)ccc3c12,20,2.4,0.3,/,21,-8,/,-3
COCCSc1nc2c(c(=O)[nH]c(=O)n2C)n1CCC(C)C,/,4.0,0.1,-15,7,/,-2,0
Cc1ccc(NC(=O)c2onc(C)c2Cl)cc1,-4,-1.6,-0.2,-87,-90,1,-8,-1
COC(=O)C[C@@H]1C[C@@H]2c3cc(NS(=O)(=O)c4ccc(F)cc4)ccc3O[C@@H]2[C@@H](CO)O1,14&-5,-3.2,0.0&0.1,-24,0,1,/,5
CN(NC(=O)c1ccccc1Cl)c1ncc(C(F)(F)F)cc1Cl,15,2.1,0.2,16,8,2,-6,-1
CC(=O)N(C(C)=O)c1c(N2CCCC2)c2ccccc2oc1=O,4,1.3,-0.1,-8,3,4,-4,-2
O=C(NCc1ccccc1)C1=C[C@@H](c2ccccc2)C[C@@H](OCc2ccc(CO)cc2)O1,-11,0.3&-2.8,0.3,-1,24&9,-4&8,-4,-10&-1
Cc1ccc(S(=O)(=O)N[C@@H]2CC[C@@H](CCn3cc(-c4ccccc4F)nn3)O[C@H]2CO)cc1,-10,-8.4,-0.9,21,0,-5,0,2
COc1ccc(OCC(=O)N2c3ccccc3CC2C)c([N+](=O)[O-])c1 (stereo not drawn),/,0.5,0.7,-17,-17,-3,3,-3
COc1cc(NC(=S)NCCc2c[nH]c3ccccc23)c(OC)cc1Cl,-21,/,0.9,15,/,/,36,/
Cc1c(NS(=O)(=O)c2ccc3c(c2)Cc2ccccc2-3)c(=O)n(-c2ccccc2)n1C,-18,-2.3,0.5,14,3,-4,-7,3
Cc1cccc(NC(=O)C2CCN(C(=O)c3ccccc3C)CC2)n1,20,2.3,0.1,5,1,4,-5,11
SMILES,INS-1E GSIS act,F508del corr,XiGFP reactiv,PAX8 inh HTS,EWS-Fli inh,DENV2 CPE,ARNT-TACC3 inh,ERp5 inh
COc1ccc(-c2cc(C(=O)NNC3=NCCC3)c3c(C)nn(-c4ccccc4)c3n2)cc1,2,1.4,0.1,24,35,/,-4,4
Cc1ccc(S(=O)(=O)N[C@@H]2C=C[C@@H](CC(=O)NCCN3CCCCC3)O[C@@H]2CO)cc1,-1,0.7,0.1,-1,4,2,-1,6
CC(C)(C)OC(=O)C[C@H]1C/C=C\C[C@@H](CC(=O)NCCO)C(=O)NCCOC1=O,11,-0.1,-0.1,-17,-5,5,-16,-4
COc1cc(/C=N/NC(=O)Cc2nnc(N)s2)cc(OC)c1OC,/,1.5,0.0,-16,-8,13,4,3
CCCCN1C(=O)C2C(c3ccc(OC)cc3O)NC(CC(C)C)(C(=O)O)C2C1=O (stereo not drawn),-4,-2.8,0.1,6,-10,7,-4,-1
Cc1ccc(-c2cc3ccccc3nc2N2CCOCC2)cc1,-8,0.6,0.1,30,-1,-4,18,3
COc1ccccc1N1CCN(S(=O)(=O)c2ccc3c(c2)oc(=O)n3C)CC1,-6,1.6,0.0,-1,-5,8,7,-2
COc1cc2c(cc1OC)C(c1ccc([N+](=O)[O-])cc1)N(C(C)=O)CC2 (stereo not drawn),8,1.6,0.0,24,11,-3,0,-2
COCC1CCCCN1C(=O)c1ccc2nc(Cc3ccc(OC)c(OC)c3)oc2c1 (stereo not drawn),11,-2.6,0.1,/,2,14,1,1
O/N=C\c1ccccc1Oc1ccc(F)cc1,13,0.8,0.0,6,-10,-15,-12,-2
CCOC(=O)[C@H]1[C@H]2COc3ccc(Cl)cc3[C@@H]2N2C(=O)CN(Cc3ccccc3)C(=O)[C@@]12C,-33,3.3,0.1,17,-5,4,3,2
CC[C@]12c3[nH]c4ccc(Cl)cc4c3CCN1C(=O)[C@@H](CC(=O)NCc1ccco1)C[C@@H]2C(=O)N1CCN(C(=O)c2ccco2)CC1,-17,2.3,0.3,17,8,-2,-1,0
COC(=O)/C=C\C(C#N)(C#N)N=Cc1ccc(OC)cc1,16,-1.9,0.0,4,1,4,5,11
O=C(NC1CCCCC1)[C@@H]1N[C@@H]2c3ccc(-c4cccc(F)c4)c(=O)n3C[C@@H]2[C@H]1CO,-6,/,0.4,7,-6,3,-7,-3
CNC(=O)C(=O)Nc1cc2c3c(c1)C(C)C(=O)N3CCC2 (stereo not drawn),7,2.3,0.1,-9,9,-5,2,13
CC1CN(C)C(C)C/C1=N/Oc1ccccc1[N+](=O)[O-] (stereo not drawn),2,-0.6,0.0,-1,4,6,12,4
COc1ccc(N2CCN(C(CNC(=O)C(=O)NCC3CCCO3)c3ccco3)CC2)cc1 (stereo not drawn),/,1.5,0.0,33,1,/,-8,1
Cc1ccc(C)c(N2N=C(C(=O)OCc3nnc(-c4cccs4)o3)CCC2=O)c1,25,-1.7,0.0,-10,-3,-6,0,-2
O=C(CN1c2ccccc2Sc2ccccc21)NNC(=O)Nc1ccc(Cl)cc1,/,2.6,0.1,-9,4,-4,-2,-6

# Sorted by the number under F508del corr (largest number first): three from the list above
canonical_smiles	F508del corr
O=C(CN1c2ccccc2Sc2ccccc21)NNC(=O)Nc1ccc(Cl)cc1	2.6
COc1ccccc1N1CCN(S(=O)(=O)c2ccc3c(c2)oc(=O)n3C)CC1	1.6
COC(=O)/C=C\C(C#N)(C#N)N=Cc1ccc(OC)cc1	-1.9
